MsrA inh = bovine MsrA inhibition; purified bovine MsrA, absorbance read-out; inhibition, % at 15.5 µM; 360,000 compounds, 0.75% hits; AID 651718; in the data active means inhibition above about 4.5%;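 further: 0% = vehicle wells with enzyme and 100% = reference inhibitor wells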
Active calls of the source: *. Only part of the results is shown. The share of hits here may be higher or lower than overall.

The first 3 compounds (preview)
CCN(CC)C(=O)[C@H]1C[C@@H]2[C@H](C[C@@H](c3ccccc3)[C@H]1C)N(c1ccc(F)cc1)C(=O)N2CCCOc1ccccc1
  MsrA inh: 0.3
O=C(NCC1CCN(C(=O)C(=O)c2cccs2)CC1)c1cccnc1
  MsrA inh: -0.1
COC(=O)C1=C(C)N(C)C(=NCc2ccc(C(F)(F)F)cc2)NC1c1cccc(F)c1 (configuration not stated)
  MsrA inh: -1.4

All compounds of this part, from the first entry:
CCN(CC)C(=O)[C@H]1C[C@@H]2[C@H](C[C@@H](c3ccccc3)[C@H]1C)N(c1ccc(F)cc1)C(=O)N2CCCOc1ccccc1
  MsrA inh: 0.3
O=C(NCC1CCN(C(=O)C(=O)c2cccs2)CC1)c1cccnc1
  MsrA inh: -0.1
COC(=O)C1=C(C)N(C)C(=NCc2ccc(C(F)(F)F)cc2)NC1c1cccc(F)c1 (configuration not stated)
  MsrA inh: -1.4
CCOC1=C2[C@H](c3ccccc3)N(S(=O)(=O)c3ccc(C)cc3)[C@H](C(C)C)[C@H]2C(C#N)(C#N)C(C#N)(C#N)C1
  MsrA inh: -0.2
COC(=O)[C@@]1(Cc2ccc(F)cc2)[C@H]2c3cc(C(=O)N4CCCC4)n(CCc4c[nH]c5ccc(OC)cc45)c3C[C@H]2CN1C(=O)c1ccccc1
  MsrA inh: 1.1
CN[C@H]1C[C@H]2c3[nH]c4c(-c5ccc6c(c5)OCO6)cccc4c3CCN2C(=O)[C@H]1[C@H](C)O
  MsrA inh: 0.2
COC(=O)Cc1nnn2c1[C@@H](C)[C@@H](c1ccccc1Br)OC[C@@H]2c1ccccc1
  MsrA inh: 0.0
CCOC(=O)[C@@H]1CSCCS(=O)(=O)N1C(=O)[C@H](CC(C)C)NC(=O)OC(C)(C)C
  MsrA inh: 1.8
COC(=O)c1cc2c(c3c4cc(OC)ccc4n(S(=O)(=O)c4cccc(C)c4)c13)C(=O)N(Cc1ccc(N(C)C)cc1)C2
  MsrA inh: 0.7
COc1cccc(CNC(=O)[C@H]2CCCN2C(=O)[C@H]2CCCN2C(=O)c2ccc(F)c(F)c2)c1
  MsrA inh: -0.3
OCCNCCNCc1ccc(-c2ccccc2)cc1
  MsrA inh: 0.1
COC(=O)C1=C(C)N(C)C(=NCc2ccccc2C(F)(F)F)NC1c1cccc(F)c1 (configuration not stated)
  MsrA inh: -0.1
O=C1c2ccccc2NC(c2ccc(Br)s2)N1O (configuration not stated)
  MsrA inh: -0.2
CCCCOC(=O)c1ccc(NC(=O)c2c(N)n(C)c(=O)[nH]c2=O)cc1
  MsrA inh: 0.7
Cc1[nH]c2ccccc2c1CC(=O)Nc1ccc(Nc2cccnc2)c(-c2ccc(Oc3ccccc3)cc2)c1
  MsrA inh: 0.8
CCCC(=O)OC[C@H]1CN(C2CCCC2)S(=O)(=O)c2c(Oc3ccc(F)cc3)cccc2O1
  MsrA inh: 0.5
CN(c1ccc(NC(=O)Cc2cn(C)c3ccccc23)cc1)c1ccccn1
  MsrA inh: 0.6
COC(=O)C1=C(C)N(C)C(=NCc2ccc3c(c2)OCO3)NC1c1cccc(C(F)(F)F)c1 (configuration not stated)
  MsrA inh: 0.2
O=C(NCc1ccccc1)[C@@H]1CCCN1C(=O)[C@H]1CCCN1C(=O)c1ccccc1C(F)(F)F
  MsrA inh: -0.8

Reformatted with bars between the fields: part of the list above
mol | MsrA inh
CN(c1ccc(NC(=O)Cc2cn(C)c3ccccc23)cc1)c1ccccn1 | 0.6
COC(=O)[C@@]1(Cc2ccc(F)cc2)[C@H]2c3cc(C(=O)N4CCCC4)n(CCc4c[nH]c5ccc(OC)cc45)c3C[C@H]2CN1C(=O)c1ccccc1 | 1.1
COc1cccc(CNC(=O)[C@H]2CCCN2C(=O)[C@H]2CCCN2C(=O)c2ccc(F)c(F)c2)c1 | -0.3

Screens deposited in PubChem by The Scripps Research Institute Molecular Screening Center.
